High-throughput results from PubChem.
NOD1 NF-kB reporter = inhibition of NOD1-driven NF-kB reporter – cell-based, luminescence, uHTS, primary screen (AID 1578). NOD1-driven NF-kB luciferase reporter cells, luminescence; higher % means a stronger effect. one-dose inhibition, % at 4 µM; EC50 in µM for titrated hits. actives 1% (n = 290,000); in the data active means inhibition mostly above about 36%, no sharp cut-off; inactive means mostly below about 34%;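 further: HEK-293T reporter cells stimulated with the NOD1 agonist gamma-tri-DAP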
PMI inhibition = human PMI inhibitors, high substrate, primary screen, biochemical, fluorescence intensity, high mannose 6-phosphate (AID 1220) | inhibition, % at 20 µM, or IC50 in µM where a hit was titrated | actives 0.66% (n = 190,000) | recombinant PMI enzyme, coupled fluorescence intensity; higher % means a stronger effect
KOR beta-arrestin-1 = kappa opioid receptor activators – cell-based, luminescence, uHTS, primary screen (AID 1777). KOR beta-arrestin recruitment, luminescence; higher % means a stronger effect. one-dose activation, % at 10 µM; EC50 in µM for titrated hits. actives 0.02% (n = 280,000); in the data active means activation above about 50%, passing the limit was not always enough; further: a part of the inactive calls stands beside numbers as strong as those of hits
TNAP activators = human TNAP enzyme activators, primary screen, biochemical, luminescent, no phosphate acceptor, uHTS (AID 1001) | purified TNAP, luminescent activation assay, no phosphate acceptor; higher activation fold means a stronger effect | activation fold at 20 µM, or EC50 in µM where a hit was titrated | actives 0.03% (n = 200,000); in the data active means activation fold from about 3, or a potency from the dose series; inactive means the rest, 99 in 100 with activation fold below about 1.6; further: many of its hits are not listed in these tables
HEK293 NOD2/NF-kB = NOD2 signaling inhibitors, cell-based, luminescence, uHTS, HEK293 (AID 1566); one-dose inhibition, % at 4 µM; EC50 in µM for titrated hits; actives 0.63% (n = 290,000); HEK293 NOD2/NF-kB luciferase reporter, luminescence; higher % means a stronger effect; further: many of its hits are not listed in these tables
LYP phosphatase = PTPN22 lymphoid phosphatase activity blockers – biochemical, fluorescence intensity, uHTS (AID 1779); recombinant LYP phosphatase, fluorescence intensity; higher % means a stronger effect; inhibition, % at 11.5 µM; hits with a dose series show IC50 in µM; actives 0.054% (n = 290,000);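 further: plate controls were vehicle with enzyme for no effect and no enzyme for full effect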
KOR beta-arrestin-2 = KOR antagonists, beta-arrestin recruitment, cell-based, luminescence, uHTS (AID 1778); actives 0.091% (n = 290,000); KOR beta-arrestin recruitment, luminescence, antagonist mode; higher % means a stronger effect; inhibition, % at 10 µM, or IC50 in µM where a hit was titrated; further: strong numbers were not always called active
human PMI inhibition = inhibitors of human PMI, primary screen, biochemical, fluorescence intensity, coupled assay (AID 1209) | inhibition, % at 20 µM, or IC50 in µM where a hit was titrated | purified PMI enzyme, coupled fluorescence intensity; higher % means a stronger effect | actives 0.42% (n = 190,000);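 further: plate controls were DMSO vehicle for no effect and wells lacking substrate for full effect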
XIAP displacement = XIAP antagonists, biochemical, IAP family, fluorescence polarization (AID 1018); XIAP BIR domain, fluorescence polarization peptide displacement; higher % means a stronger effect; displacement, % at 20 µM; hits with a dose series show IC50 in µM; actives 0.007% (n = 200,000); in the data active means displacement above about 50%; further: a part of the inactive calls stands beside numbers as strong as those of hits
* hit, by the source's call; x = not tested or not shown; [ ] = remark or other dose. Unless noted, no stated cut-off is given here; in the data, active means inhibition above about 50%; inactive means the rest.

Structure | XIAP displacement | KOR beta-arrestin-2 | LYP phosphatase | TNAP activators | HEK293 NOD2/NF-kB | NOD1 NF-kB reporter | KOR beta-arrestin-1 | PMI inhibition | human PMI inhibition
CCCSc1ncnc2sc(C)c(C)c12 | -1.4% | -42%[20 µM] | -3% | 1.1 | 15% | -19% | x | x | x
Cc1ccc(S(=O)(=O)NCC(=O)NC2CCCC2)cc1 | -3.4% | -5% | -12% | 1.1 | 14% | 5% | -0.8% | -14% | -17%
CCN(CC)S(=O)(=O)c1cccc(C(=O)OCC(=O)Nc2ccc3c(c2)c2ccccc2n3CC)c1 | -5.6% | 6% | 4% | 1 | -9% | 8% | 7.5% | 36% | 12%
CCOc1ccc(-c2noc(CCC(N)=O)n2)cc1OCC | -8.0% | -29% | -2% | 1 | -8% | 0% | 23% | -10% | -8%
CC(NC(=O)c1cccnc1Sc1ccccc1)c1ccc(S(N)(=O)=O)cc1 (configuration not stated) | x | -2% | -6% | x | 3% | -32% | 2.7% | x | x
COC(=O)C1=C(C)N(CC2CC2)C(=NCc2cccc(Cl)c2)N[C@H]1c1ccccc1 | x | -4%[20 µM] | -17% | x | 18% | 14% | -6.7% | x | x
Cc1ccc(NC(=O)Nc2ncnc3nc[nH]c23)cc1 | x | 15% | -4% | x | -34% | -5% | -5.3% | x | x
CC1(C)COC(c2cccc(C3=NC(C)(C)CO3)n2)=N1 | 2.3% | -5% | 5% | 1.1 | 13% | -29% | 4.7% | 0% | -1%
Cc1cc(-c2nc(-c3ccncc3)no2)ccc1[N+](=O)[O-] | x | -9% | -4% | x | -66% | -1% | -5.9% | x | x
CCCc1cc(=O)[nH]c(SCCCCN2C(=O)c3ccccc3C2=O)n1 | -10% | 2% | -4% | 1.1 | 8% | -4% | 2.7% | 7% | 7%
CCCOc1nc2c(c(=O)n(C)c(=O)n2C)n1Cc1cccc2ccccc12 | -1.3% | 30% | -4% | 1.1 | 32% | 48% | 0.5% | 7% | 9%
C=CCN(c1ccccc1)S(=O)(=O)c1cccc(C(=O)OCC(=O)NC2CC2)c1 | -4.3% | 3% | -5% | 1 | 7% | -37% | -3.8% | 4% | 3%
Cc1cc(C)cc(OCC(=O)OCC(=O)Nc2c(C)n(C)n(-c3ccccc3)c2=O)c1 | -5.7% | -15% | -8% | 1.2 | -5% | -21% | 3.7% | -12% | -18%
O=C(N/N=C/c1ccc(-c2ccc([N+](=O)[O-])cc2)o1)C(O)c1ccccc1 (configuration not stated) | 1.8% | 0% | -2% | 1 | 16% | -10% | -0.3% | 0% | 0%
Cc1ccc(N2C(=O)C(NC(=O)c3c(F)cccc3F)(C(F)(F)F)C3=C2CC(C)(C)CC3=O)cc1 (configuration not stated) | -3.0% | -12% | -3% | 1 | 8% | -6% | 6.9% | 10% | 7%
O=C1NC(c2ccccc2)C(C(=O)c2cccs2)C(O)(C(F)(F)F)N1 (configuration not stated) | 1.5% | -11% | -7% | 1.1 | 10% | -20% | 2.9% | 6% | -3%
O=C(CSc1nnc(-c2ccc(Cl)cc2)o1)N1CCN(c2ccccc2)CC1 | -8.5% | -16% | -6% | 1.1 | -2% | -26% | 1.4% | -26% | -6%
CCCCOc1ccc(CCC(=O)N/N=C/c2ccco2)cc1 | x | -5% | 6% | x | 6% | -10% | 2.6% | x | x
CCCCCC(=O)NC(=S)Nc1ccc(Cl)cn1 | -5.7% | x | 4% | 1 | 0% | -28% | -2.5% | -4% | -4%
Cc1cc(NC(=O)C(C)SCC(=O)OC(C)C(=O)Nc2ccccc2C)no1 (configuration not stated) | x | 8% | -6% | x | 3% | -19% | -4.3% | x | x
COc1ccc(CCNC(=O)CCC(=O)N2CCOc3ccccc32)cc1OC | x | -21%[20 µM] | -11% | x | 11% | -20% | -6.5% | x | x
O=C(Nc1ccc(N2CCOCC2)cc1)c1ccc(Cl)nc1 | 35% | -19% | -1% | 1.1 | -2% | 2% | -0.8% | -2% | 3%
Cc1cc(C(=O)NCC(=O)OCC(=O)N(C(C)C)C(C)C)ccc1[N+](=O)[O-] | -5.9% | 44% | -9% | 1.1 | 3% | -21% | 0.9% | 6% | 4%
Cn1nc(-c2ccccc2)c(C(=O)NCC(=O)O)c1Cl | -3.5% | -38% | -5% | 1.1 | -9% | -45% | 2.0% | -16% | -12%
O=C(NC1CCCCC1)c1ccc(COCC(F)(F)F)o1 | -3.7% | -14% | 4% | 1 | 0% | 23% | 1.0% | 2% | 0%
Cc1cc(-c2n[nH]c(=S)n2/N=C/C(Br)=C/c2ccccc2)n[nH]1 | -11% | -21% | -6% | 1.5 | x | x | 3.5% | 6% | 2%
O=C(COC(=O)c1ccc2ccccc2n1)Nc1cccc(S(=O)(=O)NC2=NCCCCC2)c1 | -2.4% | 2% | -5% | 1.5 | 19% | -11% | -4.3% | 6% | -4%
O=S(=O)(c1cccc(-c2cn3cc(Cl)ccc3n2)c1)N1CCOCC1 | -1.1% | 2% | -7% | 1.1 | 3% | -15% | -0.4% | 10% | 13%
C/C(CC(=O)Nc1ccc(Cl)c(C(F)(F)F)c1)=N\NC(=O)c1cc2ccccc2cc1O | -6.5% | 15% | 10% | 1.2 | 7% | 32% | 6.7% | -6% | 13%
COc1ccc(/C(C)=N/N=C2/NC(=O)CC(C(=O)O)S2)cc1F (configuration not stated) | x | 30% | 1% | x | 25% | -1% | 1.8% | x | x
O=C(CNc1ccc2ccccc2c1)N/N=C/c1cc2ccccc2nc1Cl | -2.1% | 22% | 7% | 1 | -11% | -6% | -1.8% | 68%* | 30%
CCN1CCN(Cc2ccc(NC(=O)Nc3ccccc3OC)cc2)CC1 | -24% | 28% | 4% | 1 | -22% | -32% | -3.1% | 13% | 14%
Cc1cccc(OCCn2c(-c3ccco3)nc3ccccc32)c1 | -0.8% | -8% | 1% | 1.1 | -23% | 3% | 1.0% | 7% | 16%
Cc1ccc(NC(=O)Cn2cnc3ccccc32)cc1C | -12% | x | -3% | 1.1 | 21% | 22% | x | -6% | -7%
O=C(CSc1nnc(-c2ccco2)n1CC1CCCO1)NC1CCCC1 (configuration not stated) | -2.1% | 2% | 5% | 1.1 | 4% | -15% | 0.9% | 1% | 3%
CCOc1cc(C(C#N)N2CCOCC2)ccc1OC (configuration not stated) | 7.8% | 17% | -8% | 1.1 | 4% | -16% | -2.1% | 8% | 12%
CC1=CCC2C(=O)N(c3cccc(C(=O)NC(C)c4ccccc4)c3)C(=O)C2C1 (configuration not stated) | x | 5% | -9% | x | 12% | -1% | -7.1% | x | x
c1ccc(-n2cnnc2SCc2cn3ccsc3n2)cc1 | -5.4% | 20% | -10% | 1.1 | 15% | 10% | 5.4% | 2% | -9%
CCCn1c(=O)c2ccccc2n2c(SCC(=O)N3CCc4ccccc4C3)nnc12 | -9.5% | 32% | -6% | 1.1 | 19% | -38% | -2.9% | -2% | 3%
O=C(CCN1C(=O)c2ccccc2C1=O)NNC(=O)c1ccc(Cl)cc1Cl | -1.6% | -32% | -6% | 1.1 | 0% | -18% | 8.6% | 0% | -2%

Compound profiles, from the list above. Values in the order: XIAP displacement	KOR beta-arrestin-2	LYP phosphatase	TNAP activators	HEK293 NOD2/NF-kB	NOD1 NF-kB reporter	KOR beta-arrestin-1	PMI inhibition	human PMI inhibition
`O=S(=O)(c1cccc(-c2cn3cc(Cl)ccc3n2)c1)N1CCOCC1` is entered as -1.1%	2%	-7%	1.1	3%	-15%	-0.4%	10%	13%
`O=C(COC(=O)c1ccc2ccccc2n1)Nc1cccc(S(=O)(=O)NC2=NCCCCC2)c1` is entered as -2.4%	2%	-5%	1.5	19%	-11%	-4.3%	6%	-4%
`COc1ccc(/C(C)=N/N=C2/NC(=O)CC(C(=O)O)S2)cc1F` (configuration not stated) is entered as x	30%	1%	x	25%	-1%	1.8%	x	x
`O=C(CNc1ccc2ccccc2c1)N/N=C/c1cc2ccccc2nc1Cl` is entered as -2.1%	22%	7%	1	-11%	-6%	-1.8%	68%*	30%

(list continues)
Structure | XIAP displacement | KOR beta-arrestin-2 | LYP phosphatase | TNAP activators | HEK293 NOD2/NF-kB | NOD1 NF-kB reporter | KOR beta-arrestin-1 | PMI inhibition | human PMI inhibition
CCCS(=O)(=O)c1ccc(COC(=O)Cc2ccc([N+](=O)[O-])cc2)cc1 | x | -16%[20 µM] | -6% | x | 11% | 52% | -1.4% | x | x
COc1ccccc1S(=O)(=O)Cc1ccc(C(=O)NCCN2CCCCCC2)o1 | -6.0% | 31% | -2% | 1.1 | 15% | x | -1.4% | 7% | 12%
Cc1cc(C)cc(N(C(=O)c2csnn2)C(C(=O)NC(C)(C)C)c2ccncc2)c1 (configuration not stated) | -8.8% | -46%[20 µM] | -8% | 1 | 13% | -11% | -0.7% | -8% | -3%
Cc1ccn(C(C)CC(=O)Nc2ccc(-c3ccno3)cc2)n1 (configuration not stated) | x | -20% | -6% | x | -4% | 6% | 2.6% | x | x
CC1CN(S(=O)(=O)c2csc(C(=O)Nc3ccccc3)c2)CC(C)O1 (configuration not stated) | x | 3% | -11% | x | 41% | 6% | -3.4% | x | x
COc1ccc(C)cc1NC(=O)CCCN1C(=O)CCC1=O | -2.9% | 44% | -6% | 1.1 | -10% | 7% | 8.6% | -4% | 2%
Cc1ccc(S(=O)(=O)NC(C)(C)CSc2ccccn2)cc1 | -5.3% | -1% | -6% | 1.1 | 6% | -18% | 18% | 7% | 20%
Cc1ccc(C)c(N2CC(O)(c3cccs3)[N+]3=C2CCCC3)c1 (configuration not stated) | 4.1% | -5% | -8% | 1 | 0% | -23% | 1.1% | 4% | 6%
COc1ccc2c(c1)CCCN2C(N)=O | -7.7% | 17% | -9% | 1.1 | 13% | -2% | -1.4% | -4% | 0%
CC(=O)C1=C(C)Nc2ncnn2C1c1ccccc1OCc1ccccc1 (configuration not stated) | -3.9% | 17% | 2% | 1 | 3% | -13% | -3.5% | 8% | 13%
COc1ccccc1CNC(=O)C/C(C)=N/NC(=O)Cc1ccc(Cl)cc1 | x | -7% | -10% | x | -2% | -28% | -0.6% | x | x
C=CCNc1nc(Nc2ccc([N+](=O)[O-])cc2)nc(OC)n1 | -5.3% | 18% | -7% | 1.2 | 7% | -11% | -5.7% | 15% | 8%
Oc1ccc(NC(=S)Nc2ccc(F)cc2)cc1 | x | 9% | -7% | x | -4% | 2% | 5.6% | x | x
Cc1ccc2[nH]c(=O)c(CN(CCN3CCOCC3)C(=O)Nc3ccccc3F)cc2c1 | -7.0% | -1% | -2% | 1.1 | 17% | -8% | -4.5% | -5% | -3%
CN(C)Cc1c(C#N)c2ccccc2n1C | 0.6% | 4% | -2% | 1.1 | 15% | -12% | -3.0% | -6% | -3%
CC(/C=N/NC(=O)c1nnn(-c2nonc2N)c1C)=C\c1ccccc1 | x | -33% | -9% | x | -41% | -53% | -3.4% | x | x
O=C(c1ccccc1Cl)N1CCN(S(=O)(=O)c2cccs2)CC1 | x | -7% | -2% | x | -4% | -16% | 1.5% | x | x
CCCc1cc(-c2n[nH]c(C)c2-c2ccc(C(=O)OCC)o2)c(O)cc1O | -2.7% | -23% | 3% | 1.1 | 6% | 16% | 15% | 20% | 22%
COC(=O)c1ccccc1Oc1ccc(NC(=O)c2ccco2)cc1 | x | 5% | -5% | x | -8% | -4% | 0.2% | x | x
COCCNC(=O)Nc1ccc(F)cc1 | -1.4% | -3% | -9% | 1.1 | 3% | -22% | -4.7% | -6% | -6%

A portion of the library; rates above refer to the full screens.
